# Assay outcomes from PubChem BioAssay.
# H9c2 TAG inh – inhibitors of triacylglycerol accumulation, primary screen, cell-based, uHTS, fluorescence, H9c2; H9c2 cells, Nile Red lipid (TAG) fluorescence; cells loaded with 200 µM oleic acid; hit rate 0.66% among 230,000; inhibition, % at 12.5 µM;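 active = pattern-corrected inhibition of lipid staining of at least 50% with the nuclear-stain viability signal not falling by more than 50%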;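 note: 0% = DMSO wells and 100% = triacsin C control wells; some results filed as inactive read as strong as hits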
# H9c2 TAG inh DAPI viability – further read-out of H9c2 TAG inh, marked with its call; DAPI nuclei signal change (viability), lower = more cytotoxic, %;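 whole-well DAPI fluorescence read on a plate reader as a viability signal; minus 50 percent equals half of cells still viable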
# * = called active by the depositor. A portion of the library, so the mix of outcomes need not match the whole.
structure,H9c2 TAG inh,H9c2 TAG inh DAPI viability
OC(CN1c2ccccc2Sc2ccccc21)Cn1nnc2ccccc21 (stereo unspecified),19,-16
COc1ccc(C(=O)OCC(=O)N2CCCCCC2)cc1S(=O)(=O)N1CCOCC1,-9,-1
Cc1ccc(S(=O)(=O)/N=C(/c2ccccc2)N2CCOCC2)cc1,5,-5
COc1ccc(CN(Cc2ccc(C(=O)O)cc2)C(=S)Nc2cc(C)cc(C)c2)cc1OC,3,-5
O=C(CN1CCOCC1)NCCc1ccccc1,9,-3
Cc1ccc(C(=O)NCC(=O)OCC(=O)NCCNC(=O)COC(=O)CNC(=O)c2ccc(C)cc2)cc1,-3,7
N#Cc1ccccc1NC(=O)COC(=O)c1ccc2c(c1)OCO2,-2,-2
Cc1nc(CN(C)Cc2nc(Cc3ccccc3Cl)no2)cs1,-1,-1
CC(=O)c1cccc(NC(=O)COC(=O)c2ccc(S(C)(=O)=O)c([N+](=O)[O-])c2)c1,-7,-3
O=C(NCCC1=CCCCC1)c1cc(S(=O)(=O)N2CCOCC2)c(Cl)cc1Cl,5,-3

# Fetched by compound from the list above (4):
structure,H9c2 TAG inh,H9c2 TAG inh DAPI viability
N#Cc1ccccc1NC(=O)COC(=O)c1ccc2c(c1)OCO2,-2,-2
O=C(CN1CCOCC1)NCCc1ccccc1,9,-3
Cc1ccc(C(=O)NCC(=O)OCC(=O)NCCNC(=O)COC(=O)CNC(=O)c2ccc(C)cc2)cc1,-3,7
Cc1nc(CN(C)Cc2nc(Cc3ccccc3Cl)no2)cs1,-1,-1

# Going on with the list.
structure,H9c2 TAG inh,H9c2 TAG inh DAPI viability
Cn1cccc1Cc1nnc(SCC(=O)NCC2CCCO2)n1C (stereo unspecified),-13,2
CC(Oc1ccccc1)C(=O)N1CCN=C1SCc1ccc(F)cc1 (stereo unspecified),-7,6
O=C1C=C(c2ccc(Cl)c(C(F)(F)F)c2)C[C@@H](c2ccc(Cl)cc2)C1,5,-6
CCOC(=O)c1cc(-c2ccccc2)nc2ccc(C)cc12,1,3
Cc1ccc(C(=O)C2(C)C3c4cc(Br)ccc4OC(=O)C32C(=O)c2ccco2)cc1 (stereo unspecified),9,-5
N#Cc1ccc(-c2csc(NC(=O)c3cc(-c4cccs4)nc4ccccc34)n2)cc1,7,-2
O=C(O)/C=C/c1ccccc1Oc1ccccc1,-3,7
CC(Sc1nc2ncc(Cl)cc2[nH]1)C(=O)Nc1ccccc1[N+](=O)[O-] (stereo unspecified),38,-17
O=C(NCC1CCCO1)c1c(O)c2cccc3c2n(c1=O)CC3 (stereo unspecified),8,-5
COC(=O)[C@@]1(Cc2ccc(OC)cc2)[C@@H]2[C@@H](CC(=O)[C@H]2CC(=O)C(=O)N(C)C)CN1C(=O)c1ccccc1,0,-6
COC(=O)CCCC1=CC2=CC(=O)C(C)(OC(=O)c3cccs3)C(=O)C2=CN1CCN1CCOCC1 (stereo unspecified),7,6
Cc1c(C(=O)NN)nn(-c2ccc(Cl)cc2)c(=O)c1C#N,3,-4
COC(=O)C(NC(=O)c1ccc(OC)cc1)(Nc1ncc(S(=O)(=O)c2ccc([N+](=O)[O-])cc2)s1)C(F)(F)F (stereo unspecified),-11,4
COc1ccc(-c2cn3ccccc3n2)cc1[N+](=O)[O-],20,-21
Cc1c(NC(=O)c2cc(-c3ccccc3)nc3ccccc23)c(=O)n(-c2ccccc2)n1C,6,2
CCOC(=O)N1CCC(NC(=O)c2cc3ccccn3n2)CC1,0,-9
NC1(C#Cc2ccc3oc(=O)c(-n4cc(-c5ccsc5)nn4)cc3c2)CCCCC1,13,8
CC1(C(=O)NNC(=S)NCc2ccco2)CC1(Cl)Cl (stereo unspecified),-1,3
COc1ccc(/C=N\Nc2ccccc2[N+](=O)[O-])c(C(=O)O)c1OC,5,0
CC(C)NC(=O)C(=O)NCCC1CCCCN1S(=O)(=O)c1cccs1 (stereo unspecified),-3,-3
COc1cc(/C=N/n2cnnc2)ccc1OCc1ccccc1,10,2
O=Cc1ccc(C(=O)OCC(=O)NC(=O)Nc2ccccc2F)cc1,5,-3
OCCNCc1cccc(OCc2ccc(Cl)cc2)c1,10,-10
OC[C@@H]1CN(Cc2ccc(-c3ccccc3)cc2)C[C@H](n2cnc3c(NCc4ccco4)ncnc32)O1,20,-5
CC1(C)CC(=O)C=C(c2cccc3c2Oc2ccccc2S3)C1,-19,11
O=C(N/N=C/C(Br)=C/c1ccccc1)c1ccccc1[N+](=O)[O-],5,7
CCOC(=O)N1CCN(CC(=O)Nc2ccc(F)cc2F)CC1,-7,-3
COC(=O)c1ccccc1S(=O)(=O)N1CCC(C(=O)NCc2ccccn2)CC1,-8,-8
CCOC(=O)Cn1c(C)nc2ccccc21,19,-12
NS(=O)(=O)c1ccc(NC(=O)COC(=O)c2ccc(Cl)nc2)cc1,3,6

# Exported with values under each structure: part of the list above
# Values in the order: H9c2 TAG inh	H9c2 TAG inh DAPI viability
- O=C(N/N=C/C(Br)=C/c1ccccc1)c1ccccc1[N+](=O)[O-]
  5	7
- CCOC(=O)N1CCN(CC(=O)Nc2ccc(F)cc2F)CC1
  -7	-3
- COC(=O)c1ccccc1S(=O)(=O)N1CCC(C(=O)NCc2ccccn2)CC1
  -8	-8

# Copied from the list.
# OC[C@@H]1CN(Cc2ccc(-c3ccccc3)cc2)C[C@H](n2cnc3c(NCc4ccco4)ncnc32)O1 in H9c2 TAG inh DAPI viability = -5
# CCOC(=O)N1CCN(CC(=O)Nc2ccc(F)cc2F)CC1 in H9c2 TAG inh DAPI viability = -3

# Next records:
canonical_smiles | H9c2 TAG inh | H9c2 TAG inh DAPI viability
Cc1ccc(OC(=O)c2ccccc2)cc1C | -8 | 4
O=C(COc1ccc(Cl)cc1)Nc1ccccc1Cl | 1 | 4
COc1cc(-c2cnc3c(NC=O)cc(-c4ccc(S(C)(=O)=O)cc4)cn23)cc(OC)c1OC | 37 | -35
Nn1c(SCc2cn3ccsc3n2)nnc1-c1ccncc1 | -9 | -3
COc1cccc(C(c2c(N)[nH]c(=S)[nH]c2=O)c2c(N)[nH]c(=S)[nH]c2=O)c1 | 3 | -4
CCOc1ccccc1NC(=S)/C(=C(\[O-])c1ccc2c(c1)OCCO2)[n+]1ccc(CC)cc1 | -21 | 23
COc1cc(C(F)(F)F)c(C(=O)N(C)c2ccc(Cl)cc2)cn1 | -3 | 3
Cc1ccc(NC(=O)c2ncn(CCCNCc3ccccc3)n2)cc1C | 11 | 1
O=C(Cn1cnc2c(nnn2Cc2ccccc2)c1=O)N1CCN(c2ccccc2)CC1 | -3 | -1
Cc1cc(Cl)ccc1-c1cc2nc(NCCCN(C)C)n(C)c(=O)c2s1 | 5 | -1
Cc1cccc(N=C2NC(=O)/C(=C/c3cn(C)c4ccccc34)S2)c1 | -1 | 11
CSc1nc(N2CCN(c3ccccc3)CC2)cc(N2CCN(c3ccccc3)CC2)n1 | 11 | -3
CC1CCCN(Cc2cnc(Cl)s2)C1 (stereo unspecified) | 7 | -2
CC(C)c1ccc(NC2CCCN(C(=O)CN3CCCCC3=O)C2)cc1 (stereo unspecified) | 4 | 1
CCOC(=O)N1CCN(Cc2cn3ccccc3n2)CC1 | 12 | -10
CCN(CC)CCNC(=O)C(C)c1nn(C)c(=O)c2ccccc12 (stereo unspecified) | 10 | 12
Cn1c(=NC(=O)CS(=O)(=O)c2ccccc2)sc2cc([N+](=O)[O-])ccc21 | -21 | 2
CC(c1nc2ccccc2c(=O)[nH]1)N1CCCN(S(=O)(=O)c2ccc(F)cc2)CC1 (stereo unspecified) | 4 | 0
COc1cccc(CN2CCCC(N3CCc4ccccc4C3)C2)c1O (stereo unspecified) | 5 | -2
COCCNC(=O)/C(C#N)=C\c1ccc(CNC(=O)C(=O)Nc2ccc(C)c(C)c2)o1 | -5 | 3
O=c1c2ccccc2[nH]c(=S)n1CCCN1CCN(C2CCCCC2)CC1 | 16 | -12
C=C1CCN([C@@H](Cc2ccccc2)C(=O)NCc2ccccc2)S(=O)(=O)c2ccccc21 | 6 | 4
NNC(=O)CCN1CCCCC1 | 83* | -25*
Cc1cc(C(=O)Cn2cnc3ccccc3c2=O)c(C)n1C1CC1 | -1 | -4
Cc1cc(NC(=O)CSc2nc(-c3ccccc3Cl)nc3c2c(=O)n(C)c(=O)n3C)no1 | 10 | -7
Cc1ccc(N=Nc2c(N)[nH]n3c(=O)cc(C)nc23)cc1 | 10 | 6
O=C(O)Cn1nnc(-c2cccs2)n1 | -17 | 3
CCN(CC)c1ccc(NC(=S)Nc2ccc(F)cc2)cc1 | -3 | 12
Cc1ccc(-c2nn(-c3ccccc3)cc2C(=O)NCC2CCCO2)cc1 (stereo unspecified) | -28 | -7
CCOC(=O)c1ccc(NC(=O)Cn2nnc(-c3ccccc3)n2)cc1 | 2 | 5
N#CC1C=Cc2c(ccc3ccccc23)N1C(=O)c1ccccc1 (stereo unspecified) | 60* | -34*
O=C(Cn1cccc1C(=O)c1ccccc1)NCCCN1CCc2ccccc2C1 | -26 | 26
OCC[C@H]1C[C@H](O)[C@@H](O)[C@]2(Cc3ccccc3CO2)O1 | -10 | 2
CCCc1n[nH]c(=O)[nH]1 | 4 | 2
O=C(Nc1ccc2c(c1)OCO2)C1Cc2c(-c3ccncc3)ccnc2O1 (stereo unspecified) | -1 | -1
CCOC(=O)c1cn[nH]c1NC(=S)Nc1ccc(Cl)cc1 | -7 | -5
CS(=O)(=O)N(CC(=O)NC1CC1)c1cccc(F)c1 | -21 | 0
CCOC(=O)C1C(c2cccc([N+](=O)[O-])c2)C2C(=O)NN=C2CC1(C)O (stereo unspecified) | 12 | -4
O=C(COc1ccccc1)NNC(=O)c1cccs1 | -14 | -1
COc1cc(CCC(C)=O)ccc1OC(=O)c1c(F)cccc1Cl | -8 | -4
COc1cc(C(=O)NCC(=O)N2CC=C(c3ccccc3)CC2)cc(OC)c1OC | 8 | 1
Cc1ccc(CNC(=O)C(=O)NCC2OCCN2S(=O)(=O)c2cccs2)cc1 (stereo unspecified) | 6 | -3
O=C(O)c1ccn(COc2ccc(Br)cc2)n1 | -10 | -2
Cc1ccc(-c2cc(N)n3nc(-c4ccc(C)cc4)cc3n2)cc1 | -11 | 13
COc1ccc(C(C)C)cc1-c1cncc(NC(C)=O)n1 | -4 | -10
Cn1c(SCc2nc3ccccc3n2CCO)nc2ccccc21 | -17 | 0
CC(C)C(NC(=O)c1ccc(C(C)(C)C)cc1)C(=O)NCc1ccccn1 (stereo unspecified) | 8 | 1
O=C(C1=C(O)C(=O)N(Cc2ccco2)C1c1cccs1)c1cccs1 (stereo unspecified) | -8 | 10
CC1(C(=O)NS(=O)(=O)c2cccc(Cl)c2)CCN1C(=O)CC1CCCCC1 (stereo unspecified) | -7 | 2
CCCCCn1c(=O)[nH]c2cc(C(=O)N3CCN(Cc4ccc5c(c4)OCO5)CC3)ccc2c1=O | -5 | -6
Cc1cc(C(=O)N2CCN(Cc3ccccc3)CC2)on1 | 11 | 5
CN(c1ccccc1)S(=O)(=O)c1ccc(Cl)c(C(=O)OCC(=O)NC2CCS(=O)(=O)C2)c1 (stereo unspecified) | 3 | -11
N#CC1=C2SCN(c3ccc(F)cc3)CN2C(=O)CC1c1cccc(F)c1 (stereo unspecified) | -7 | -4
COc1ccc([C@H]2CC(=O)C=C(c3ccc4c(c3)OCCO4)C2)cc1 | -47 | 5
OC1(C#CCCN2CCCCC2)c2ccccc2-c2ccccc21 | -4 | 5
O=C(NCc1ccc2c(c1)OCO2)c1sccc1Br | -11 | 1
COc1ccc(/C=C(\NC(=O)c2ccc(OC)c(OC)c2)C(=O)NCCc2c[nH]c3ccccc23)cc1 | 29 | -8
Cc1ccc(CNc2ccc(N3CCN(C)CC3=O)cc2)cc1 | 15 | -7
O=C(OCc1cn(-c2ccc(Cl)cc2)nn1)c1ccccc1 | -7 | -5
c1cc2c(cc1C1=NNC(=NC3CC3)SC1)OCCO2 | -4 | 5

# Nothing new here: entries from further up.
canonical_smiles | H9c2 TAG inh | H9c2 TAG inh DAPI viability
Cn1c(SCc2nc3ccccc3n2CCO)nc2ccccc21 | -17 | 0
CC(C)C(NC(=O)c1ccc(C(C)(C)C)cc1)C(=O)NCc1ccccn1 (stereo unspecified) | 8 | 1

# The results go on:
canonical_smiles | H9c2 TAG inh | H9c2 TAG inh DAPI viability
CCC(C)[C@H](NC(=O)N1CCC(C)CC1)C(=O)OC (stereo partly specified) | 7 | -1
CC(CCc1ccccc1)NC(=O)CSc1cccc[n+]1[O-] (stereo unspecified) | 4 | 2
CC(C)c1ccc(Nc2c([N+](=O)[O-])c(=O)n(C)c3ccccc23)cc1 | 4 | 1
CCOC(=O)c1csc(NC(=O)CSc2nnc(C3CC3)n2C)n1 | 15 | 0
Clc1ccc(-c2cc(CSc3ccccc3)on2)cc1 | -31 | 9
NC(=O)C1CCN(c2ccc(S(=O)(=O)N3CCC(Cc4ccccc4)CC3)cn2)CC1 | -13 | 10
Cn1cc(CN2CCCCC2CO)c(-c2ccc(Oc3ccccc3)cc2)n1 (stereo unspecified) | -26 | 6
CC(C(=O)Nc1ccc(C(N)=O)cc1)N1C(=O)c2ccccc2S1(=O)=O (stereo unspecified) | -5 | 11
O=S(=O)(c1cccs1)N1CCN(C/C=C/c2ccccc2)CC1 | -11 | 5
COc1ccc(/C(O)=C2/C(=O)C(=O)N(CCCN3CCOCC3)C2c2ccc(C)cc2)cc1 (stereo unspecified) | 15 | -17
COC(=O)CSc1nccc(C)n1 | 8 | 7
CCCCNC(=O)C1CCN(S(=O)(=O)c2cnc[nH]2)CC1 | -13 | 6
C=CCNC(=O)/C(=C\C=C\c1ccccc1)NC(=O)c1ccccc1Cl | 0 | -10
Cc1cc(C)c(-c2c(O)c3cccnc3n(C)c2=O)c(C)c1 | 9 | -1
CCOC(=O)c1c(NC(=O)C2CC2)sc2c1CC(C)(C)OC2 | 6 | -6
COc1cccc(OCCCCN2CC(C)OC(C)C2)c1 (stereo unspecified) | -18 | 14
CCN(CC(=O)Nc1c(F)cccc1F)C(=O)CCN1C(=O)C2CCCCC2C1=O (stereo unspecified) | 16 | -4
CCN(CC)S(=O)(=O)c1cc(NC(=O)COC(=O)C2CCC2)ccc1C | -18 | 4
